PglD DTNB: inhibitors of Campylobacter jejuni PglD acetyltransferase; purified PglD enzyme, DTNB colorimetric CoA detection; inhibition, % at 12.5 µM; 0.098% of 360,000 active; AID 602405; in the data active means inhibition above about 16%, passing the limit was not always enough; further: strong numbers were not always called active
EWS-Fli block: inhibitors of EWS/Fli oncoprotein transcriptional activity. A673 NR0B1-luciferase reporter, viability-normalised. AID 651661. 0.67% of 350,000 active. inhibition, % at 12.6 µM;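 active means mean inhibition of at least 50% after viability correction, with every replicate also passing that limit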;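 further: firefly luciferase signal divided by Alamar Blue viability fluorescence both relative to DMSO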
FN deposit inh: fibronectin deposition inhibition | 0.086% of 350,000 active | AID 743247 | AH1F fibroblasts, Alexa488-fibronectin deposition fluorescence, overnight | inhibition, % at 12.6 µM;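 active means mean inhibition across replicates of 30% or more, regardless of how many single replicates reach that level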;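 further: positive control wells lacked labelled fibronectin entirely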
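test system = AH1F fibroblasts assembling fluorescent fibronectin matrix | quantity = 10000 AH1F cells per well | buffer or medium = DMEM plus 2% serum, read in PBS | doses = single dose, pinned | incubation = 1 h cell attachment, overnight exposure to compound and label | detection = fluorescence at 485 nm excitation, 525 nm emission | read-out basis = inhibition from reduced deposited-fibronectin fluorescence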
S100A4 MyoIIA: S100A4-myosin IIA interaction inhibition. AID 652163. P26447. inhibition, % at 10.7 µM. S100A4/TAMRA-MyoIIA peptide fluorescence polarization. 0.14% of 360,000 active;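 active means mean inhibition of at least 70% across replicates, with every replicate also reaching that level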
Target sequence (P26447 whole entry, looked up): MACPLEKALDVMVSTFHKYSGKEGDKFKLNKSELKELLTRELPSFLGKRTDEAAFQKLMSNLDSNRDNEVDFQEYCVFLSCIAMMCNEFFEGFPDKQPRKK
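Test system – S100A4 monomer (human) · Compound – single-point compound testing · Schedule – 5 min incubation before reading · Probe or stimulus – TAMRA-labelled myosin IIA heavy-chain peptide probe, 5 nM · Benchmarks – neutral control DMSO, positive control TFP · Medium – Calcium-containing HEPES buffer, pH 7.2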
LGR2 inh: blocks bursicon-induced cAMP signaling via Drosophila LGR2; 0.35% of 380,000 active; HEK293 LGR2, CRE-luciferase, bursicon-stimulated, 4 h; inhibition, % at 9.99 µM;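 active means drop in luminescence signal, shown as inhibition above about 50% in the replicate tests, limit read from the data, passing the limit was not always enough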;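 further: agonist challenge used bursicon conditioned medium at about half maximal strength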
ERAP1 HTS inh: ERAP1 (human) enzyme inhibition. recombinant ERAP1, Leu-AMC fluorescence, 60 min. inhibition, % at 10.7 µM. 0.15% of 340,000 active;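 active means mean replicate inhibition of at least 30%, or all replicates individually reaching that 30% level; inactive means mean below 30% and not every replicate reaching it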;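 further: 0% = neutral control wells and 100% = L-leucinethiol positive control wells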
Target sequence (Q9NZ08 whole entry, looked up): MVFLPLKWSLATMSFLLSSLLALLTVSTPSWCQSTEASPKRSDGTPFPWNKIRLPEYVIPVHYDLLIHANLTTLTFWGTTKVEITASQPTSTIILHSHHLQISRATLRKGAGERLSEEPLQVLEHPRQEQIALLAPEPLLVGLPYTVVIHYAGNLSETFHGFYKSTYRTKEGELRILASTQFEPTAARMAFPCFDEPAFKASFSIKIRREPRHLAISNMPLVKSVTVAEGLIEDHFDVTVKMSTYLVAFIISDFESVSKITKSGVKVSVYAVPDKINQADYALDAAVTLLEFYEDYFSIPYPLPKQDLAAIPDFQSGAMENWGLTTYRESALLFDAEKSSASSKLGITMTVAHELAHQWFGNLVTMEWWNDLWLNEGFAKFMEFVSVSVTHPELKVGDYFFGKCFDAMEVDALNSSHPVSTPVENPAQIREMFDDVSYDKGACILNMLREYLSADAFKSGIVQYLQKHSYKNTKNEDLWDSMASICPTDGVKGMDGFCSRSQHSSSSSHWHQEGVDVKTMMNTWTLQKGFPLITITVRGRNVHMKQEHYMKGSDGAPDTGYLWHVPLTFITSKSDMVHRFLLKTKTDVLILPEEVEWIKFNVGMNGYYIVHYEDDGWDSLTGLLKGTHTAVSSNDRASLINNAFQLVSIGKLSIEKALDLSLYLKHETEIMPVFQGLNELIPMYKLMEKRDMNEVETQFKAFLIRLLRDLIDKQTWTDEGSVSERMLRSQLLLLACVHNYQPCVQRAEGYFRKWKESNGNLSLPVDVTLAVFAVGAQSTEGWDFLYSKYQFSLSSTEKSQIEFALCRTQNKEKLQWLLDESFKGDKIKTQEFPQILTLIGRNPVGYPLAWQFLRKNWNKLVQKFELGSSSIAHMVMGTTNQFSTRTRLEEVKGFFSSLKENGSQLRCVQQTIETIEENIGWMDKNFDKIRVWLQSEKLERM
PAX8 inh HTS: PAX8 transcriptional activity inhibition | RMG-I TPO-luciferase reporter, SteadyGlo, 24 h | 1.2% of 360,000 active | inhibition, % at 12.6 µM;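 active means mean replicate inhibition at least 60% with every replicate also reaching 60%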;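 further: luciferase light reporting Pax8 driven TPO promoter activity; plate controls were median of neutral control wells for no effect and mitoxantrone controls for full effect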
PGC1a acetyl inh: modulators of PGC1a acetylation. U2OS PGC1a acetylation, AlphaScreen anti-acetyl-lysine; with virally co-expressed GCN5 acetyltransferase. inhibition, % at 15.6 µM. 0.17% of 350,000 active;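 active means every replicate shows inhibition of at least 40%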;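 further: 0% = neutral control wells and 100% = positive control wells; some results beyond the cut were filed as inactive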
* = called active by the depositor; . = not tested or not shown; & = joins results of further samples.

SMILES	PglD DTNB	EWS-Fli block	FN deposit inh	S100A4 MyoIIA	LGR2 inh	ERAP1 HTS inh	PAX8 inh HTS	PGC1a acetyl inh
CC1CCC2(CC1)NC(=O)N(CC(=O)N1CCN(S(=O)(=O)c3ccccc3)CC1)C2=O (stereo unspecified)	2	0	3	-3	-15	0	24	4
O=C(Nc1ccn(CCOC(=O)c2ccccc2)c(=O)n1)c1ccccc1	.	-14	-9	8	-2	2	-4	.
CN(C(=O)COC(=O)/C=C/c1ccc(C(F)(F)F)cc1)C1CCS(=O)(=O)C1 (stereo unspecified)	1	2	-2	1	-6	-3	7	.
Nc1nc(Nc2cccc(Cl)c2)n[nH]1	3	1	5	-4	-9	2	4	13
O=C(CCN1C(=O)c2cccc3cccc(c23)C1=O)NCc1cccnc1	.	-9	-2	-8	1	6	-2	.
COc1ccccc1CN1CCNC(=O)C1CC(=O)NCc1csc(C)n1 (stereo unspecified)	.	10	-7	9	23	-1	-11	.
O=C(CN1CCN(c2ccccc2O)CC1)Nc1ccc2c(c1)OCCCO2	-1	-7	-1	3	13	-8	0	-6
Cc1ccccc1C(=O)N1CCN(c2ccc(NC(=O)c3cccnc3Cl)cc2)CC1	.	6	-4	1	17	1	5	15
Cc1ccc(CNC(=O)CS(=O)(=O)Cc2nc(-c3ccccc3F)oc2C)cc1	4	4	-4	7	18	0	.	19
O=C(Cc1ccccc1)Nn1c(-c2ccccc2)nc2ccccc2c1=O	.	-5	1	-1	13	-2	-3	.
CCOC(=O)c1nn(-c2ccccc2)c2nnc(Cc3ccc(C)cc3)c(=O)n12	4	1	-2	-1	-9	0	41	-1
CCC(=O)N1[C@@H]2Cn3c(cccc3=O)[C@H]1[C@@H](C(=O)NCc1ccc(F)cc1)[C@@H]2CO	0	-6	.	5	-12	0	-11	.
C[C@H](CO)N1C[C@H](C)[C@@H](CN(C)S(=O)(=O)c2cn(C)cn2)OCCCC[C@H](C)Oc2ccc(NC(=O)Nc3ccc(F)cc3)cc2C1=O	0	3	4	-11	-3	3	-8	3
COc1ccc(NC(=O)c2ccccc2NC(=O)c2ccccc2)cc1	-6	-18	-4	8	11	0	-4	.
CCCNC(=O)C[C@@H]1CC[C@@H]2[C@@H](COc3ccc(NC(=O)Nc4ccccc4F)cc3C(=O)N2C)O1	1	-1	-10	-3	6	-2	8	7
CCCOC(=O)Nc1nnc(CCC)s1	3	.	3	-1	10	-5	.	-22
Cc1ccc(CCCOC(=O)C[N+]2(C)CCCCC2)cc1	.	2	-11	-1	1	31*	9	5
O=C(Nc1cc(F)ccc1F)N[C@@H]1CC[C@H](CCn2cc(C3CCCC3)nn2)O[C@H]1CO	.	.	-6	0	2	0	21	-2
CCOC(=O)C[C@H]1c2ccc(C(F)(F)F)cc2S(=O)(=O)N1C(C)C	-5	-8	10	3	9	5	16	-3
CO[C@H]1CN(C)C(=O)c2ccc(NC(=O)C3CCCC3)cc2OC[C@@H](C)N(CC2CC2)C[C@@H]1C	5	10	0	1	3	0	5	-8
Nc1ccc(-c2cn3cccnc3n2)cc1	3	-37	-6	0	-27	0	-31	-26
CSc1nc(N)nc(N(C)C)n1	1	-2	0	-2	-12	0	-6	-2
CC1(C(=O)N2CCN(c3ccccc3)CC2)CC1(Cl)Cl (stereo unspecified)	3	-6	4	-4	-2	-2	3	1
COc1ccc2nc(SCC(=O)NCc3ccc(F)cc3)[nH]c2c1	8	.	5	5	3	-3	5	-4
CN(CC(=O)NCc1ccc2c(c1)OCO2)S(=O)(=O)c1ccc(F)cc1	.	0	-6	43	8	-1	-21	.
Cc1ccc(S(=O)(=O)Nc2ccc3c(c2)C(=O)N([C@@H](C)CO)C[C@@H](C)[C@H](CN(C)S(=O)(=O)c2c(C)noc2C)OCCCC[C@@H](C)O3)cc1	-1	9	8	-8	19	-2	-2	-27
O=C(CSc1nnc2ccc(-c3ccccn3)nn12)Nc1ccccc1	-2	-7	4	-7	-6	1	8	0
Cc1ccc(C)c(OCCCN2CCCC2)c1	0	.	10	.	2	.	.	-15
CCCNC(=O)N(C)C[C@H]1Oc2ncc(C#CCC(C)C)cc2C(=O)N([C@@H](C)CO)C[C@H]1C	-1	-11	13	0	23	2	-8	-1
C[C@H]1CN([C@@H](C)CO)C(=O)c2cc(Br)cnc2O[C@H]1CN(C)S(=O)(=O)c1cccs1	-5&-2	-13&-5	2&2	0&-25	1&7	16&0	-2	0
COc1ccc(C)cc1NC(=O)NC1CCCCCCC1	-1	-10	4	7	8	-2	-13	0
Cc1ccccc1NC(=O)NNC(=O)COc1ccc2ccccc2c1	-3	.	.	13	10	1	-3	7
N#CC(CO)(Cc1ccc(OC(F)F)cc1)c1nc2ccccc2[nH]1 (stereo unspecified)	.	-10	6	3	-31	-4	-12	.
CN1c2ccc(-c3cccc(F)c3)cc2[C@@H]2[C@@H](CCN2C(=O)C2CCOCC2)[C@@H]1CO	-9	2	-7	2	8	3	4	3
C[C@@H](C(=O)Nc1nccs1)N1C(=O)C2CC=CCC2C1=O (stereo partly specified)	-2	0	3	-1	2	0	-12	3
CNC(=O)C(=O)NCCN1CCN(C(=O)c2ccc([N+](=O)[O-])cc2)CC1	2	6	-2	0	.	-1	-1	-14
C[C@H]1CN([C@@H](C)CO)C(=O)Cc2cc(NC(=O)CCCCCC(=O)Nc3ccccc3N)ccc2O[C@H]1CN(C)S(C)(=O)=O	-1	2	.	1	-9	0	3	11
O=S(=O)(NCc1ccco1)c1cnc(Cl)c(Cl)c1	-5	20	1	3	-6	-1	22	-12
Cc1ccc(C(=O)n2cnnc2N)cc1C	-1	.	17	.	.	.	-4	-7
Cc1ccc(S(=O)(=O)Nc2c(C)nn(C)c2C)cc1C	-1	8	-6	0	2	-2	17	.
CC(=O)N1c2ccc(S(=O)(=O)NCC3CCC(C(=O)Nc4cccc(C)n4)CC3)cc2CC1C (stereo unspecified)	-3	19	-6	-5	6	1	29	-4
C[C@@H]1CN([C@@H](C)CO)C(=O)c2cc(C3=CCCC3)cnc2O[C@H]1CN(C)Cc1ccccc1C(=O)O	-2	0	-3	0	-2	-2	-2	3
CCCNC(=S)N1CCN(C)CC1	1	.	-4	.	-9	.	-8	8
O=C(Nc1cccc(-c2nc3cccnc3s2)c1)c1ccc(Cl)nc1	2	-15	-8	0	-10	.	-43	-1
CCOC(=O)[C@]12CCCC=C1N(CCc1ccc(OC)c(OC)c1)C(=O)[C@H](CC(=O)NCCc1ccccc1OC)C2	.	5	0	-1	10	.	19	.
C[C@@H]1CCCCO[C@H](CN(C)Cc2ccncc2)[C@H](C)CN([C@H](C)CO)C(=O)c2cc(N(C)C)ccc2O1	-2	1	.	3	-4	0	-5	-12
Cc1ccc(C(=O)NCC(=O)N2CCN(c3ncccn3)CC2)s1	1	.	-2	.	.	.	-30	-12
CCCC(=O)Nc1ccc2c(c1)C(=O)N(C)C[C@H](OC)[C@H](C)CN(CC1CCOCC1)[C@H](C)CO2	.	-6	-4	.	2	.	.	7
Cc1[nH]c(=O)[nH]c(=O)c1CSCC(=O)OCC(=O)Nc1ccccn1	.	1	-6	13	-11	0	3	12
COc1ccc(C2=NS(=O)(=O)N(C)C(C(=O)Nc3cc(C)ccc3O)=C2)cc1OC	-5	-3	8	-1	32	0	10	0
(list continues)
SMILES	PglD DTNB	EWS-Fli block	FN deposit inh	S100A4 MyoIIA	LGR2 inh	ERAP1 HTS inh	PAX8 inh HTS	PGC1a acetyl inh
C[C@@H]1CN([C@H](C)CO)C(=O)c2cc(NS(C)(=O)=O)ccc2O[C@@H](C)CCCCO[C@H]1CN(C)CC1CC1	9	.	-6	-1	6	0	1	-7
CCNc1cccc2c1C(=O)N(C)C2=O	1	1	.	-3	7	6	.	5
CCCCNc1ccc2c(c1)C1CC2CCN1C(=O)OCc1ccccc1 (stereo unspecified)	2	-80	6	-2	-177	2	-123	-10
C[C@H](CO)N1C[C@H](C)[C@H](CN(C)C(=O)Nc2ccc(F)cc2)Oc2ncc(C#CC(C)(C)O)cc2C1=O	2	1	6	30	0	0	-6	-1
COc1cccc(Oc2cnc(N)nc2-c2ccc(OC)cc2O)c1	-1	.	11	.	.	.	24	-16
O=C(c1ccc(F)cc1)N1CC(=O)N2[C@H](C1)[C@@H](c1ccc(C#CCC3CCCC3)cc1)[C@@H]2CO	.	-15	14	7	15	3	38	-1
CCOc1ccccc1CN1CCNC(=O)C1CC(=O)N(C)CCc1cnn(C)c1 (stereo unspecified)	2	.	-8	-5	6	-5	6	6
CN(Cc1cccc(F)c1)C(=O)c1cc(=O)[nH]c2ccccc12	4	3	-18	3	-2	6	-5	3
C=C(C)CNC(=S)N/N=C(\C)c1ccc(OC)cc1	5	7	-24	3	-9	0	-4	.
O=C(COC(=O)c1ccc(Cl)s1)c1ccc[nH]1	.	1	-10	-9	-34	8	-3	12

Whole records, quoted from the list:
`C[C@H](CO)N1C[C@H](C)[C@H](CN(C)C(=O)Nc2ccc(F)cc2)Oc2ncc(C#CC(C)(C)O)cc2C1=O` is listed as PglD DTNB: 2; EWS-Fli block: 1; FN deposit inh: 6; S100A4 MyoIIA: 30; LGR2 inh: 0; ERAP1 HTS inh: 0; PAX8 inh HTS: -6; PGC1a acetyl inh: -1
`CCNc1cccc2c1C(=O)N(C)C2=O` is listed as PglD DTNB: 1; EWS-Fli block: 1; FN deposit inh: .; S100A4 MyoIIA: -3; LGR2 inh: 7; ERAP1 HTS inh: 6; PAX8 inh HTS: .; PGC1a acetyl inh: 5

2 compounds from above, showing only PGC1a acetyl inh.
structure | PGC1a acetyl inh
O=C(c1ccc(F)cc1)N1CC(=O)N2[C@H](C1)[C@@H](c1ccc(C#CCC3CCCC3)cc1)[C@@H]2CO | -1
CCNc1cccc2c1C(=O)N(C)C2=O | 5

The list continues:
SMILES	PglD DTNB	EWS-Fli block	FN deposit inh	S100A4 MyoIIA	LGR2 inh	ERAP1 HTS inh	PAX8 inh HTS	PGC1a acetyl inh
C[C@@H]1CN([C@H](C)CO)C(=O)c2cc(C3=CCCC3)cnc2O[C@@H]1CN(C)S(C)(=O)=O	1	-5	.	-31	12	-3	-20	3
Nc1ccn([C@@H]2O[C@H](C(=O)NCCc3ccc(F)cc3)[C@@H](O)[C@H]2O)c(=O)n1	-2	-1	-2	1	-5	3	-3	1
COc1ccccc1OCCNC(=O)C1CCCCC1	2	-7	4	0	7	32*	22	0
Cc1noc(C)c1S(=O)(=O)Nc1ccc2c(c1)C(=O)N([C@@H](C)CO)C[C@H](C)[C@@H](CN(C)S(=O)(=O)c1ccc(Cl)cc1)O2	6	1	.	-12	15	1	.	-9
COc1ccc(CNC(=O)C[C@@H]2CC[C@H](NC(=O)c3ccc4c(c3)OCO4)[C@H](CO)O2)cc1	0	-4	-4	2	11	-4	6	-7
O=C(NCc1ccccn1)Nc1ccccc1	3	-20	-5	-2	.	4	-38	.
Cc1ccc(C)c(NC(=O)c2ccccc2NC(=O)C2CCCO2)c1 (stereo unspecified)	.	1	.	1	-8	0	1	.
CCOC(=O)c1c(C=O)c2sc(C)cc2n1C	-1	-2	-8	-3	-22	.	-25	11
COc1c(C)cc(C(O)c2ncc(-c3ccc4ccccc4c3)[nH]2)cc1C (stereo unspecified)	0	3	8	2	4	5	1	0
Cc1ccc(C)n1-c1ccc(C(=O)NCc2ccncc2)cc1	.	10	7	-13	.	0	22	.
CCCNC(=O)N1C[C@H](O)COC[C@H]2O[C@H](CC(=O)N[C@H]3CCN(Cc4ccccc4)C3)CC[C@@H]21	4	-2	-6	-79	0	2	-6	-2
C[C@H]1CN([C@@H](C)CO)C(=O)Cc2cc(NC(=O)CCC(F)(F)F)ccc2O[C@H]1CN(C)C(=O)Nc1ccccc1	3	-3	.	6	10	-1	-10	0
